# From PubChem
# EPAC2 antagonist – blocks human EPAC2 exchange factor | Q8WZA2 | EPAC2 GEF exchange of Rap1B-BODIPY-GDP, fluorescence | Potency, µM (titrated, usually from 114 µM), without a hit: top-dose activity, negative = inhibition, hits mostly inhibitors | 360,000 tested, 0.18% active; further: on the % scale 0 is the no-effect control and ±100 the full control effect; nearly all actives have a fitted effect of over 45% in size; many of its hits are not listed in these tables
# FUS yeast rescue – suppressors of FUS proteinopathy in yeast; 390,000 tested, 0.24% active; AID 1347120; S. cerevisiae FUS-expressing, growth rescue, OD600, 24 h; Potency, µM (titrated, usually from 76.6 µM), for inactives: at the top dose growth rescue (activation), usual class: activators;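 further: plate controls were DMSO vehicle for no effect and reference control for full effect; nearly all actives have a fitted effect of over 55% in size; some results filed as inactive show a strong effect at the top dose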
#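 Cultures pregrown in 2.5% raffinose medium are shifted to minimal medium containing 2% galactose to express toxic FUS. Compounds are tested at several concentrations. After 24hr at 30C, growth is quantified at 600 nm absorbance.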
# aSyn yeast inh – rescues yeast growth from alpha-synuclein toxicity | Yeast expressing alpha-synuclein, growth rescue, BacTiter-Glo, 24 h | Potency, µM (doses to about 46.1 µM), inactives show top-dose growth rescue (activation), most hits filed as activators | 370,000 tested, 0.14% active; further: % of control where 0% means no effect; nearly all actives have a fitted effect of over 65% in size
#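 Readout is rescue of growth in alpha-synuclein-expressing yeast, so inhibitors of toxicity appear as activators. Growth after 24 hr at 30 deg C in galactose medium is quantified by luminescence.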
# EPAC1 antag – antagonists of human EPAC1; AID 720709; 360,000 tested, 0.14% active; O95398; Potency, µM (titrated, usually from 115 µM), without a hit: top-dose activity change, negative = inhibition, actives largely listed as inhibitors; EPAC1 GEF assay, Rap1b-BODIPY-GDP exchange fluorescence;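 further: plate controls were vehicle for no effect and positive control for full effect; nearly all actives have a fitted effect of over 50% in size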
# TDP43 rescue – TDP-43 toxicity inhibition in yeast. AID 652104. Potency, µM (top dose mostly 46.1 µM), without a hit: top-dose growth rescue (activation), actives largely listed as activators. 410,000 tested, 1.8% active. TDP-43 expressing yeast growth rescue, BacTiter-Glo, 24 h; further: % of control where 0% means no effect; nearly all actives have a fitted effect of over 50% in size
#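 Yeast cells expressing TDP-43 under galactose induction are exposed to compounds for 24 hr at 30 deg C. BacTiter-Glo luminescence measures growth, so protective compounds score as activators.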
# PTHR1 agonist – agonists of human PTHR1 parathyroid hormone receptor. Q03431. HEK293 GP2 PTHR1 cells, GloSensor cAMP luminescence, 1 h. 410,000 tested, 0.075% active. Potency, µM (series often up to 115 µM), for inactives: at the top dose activation, most hits filed as activators. AID 743266; further: nearly all actives have a fitted effect of over 55% in size; some results filed as inactive show a strong effect at the top dose; inactives centre near -15; many of its hits are not listed in these tables
# Target sequence (Q03431 whole entry, looked up): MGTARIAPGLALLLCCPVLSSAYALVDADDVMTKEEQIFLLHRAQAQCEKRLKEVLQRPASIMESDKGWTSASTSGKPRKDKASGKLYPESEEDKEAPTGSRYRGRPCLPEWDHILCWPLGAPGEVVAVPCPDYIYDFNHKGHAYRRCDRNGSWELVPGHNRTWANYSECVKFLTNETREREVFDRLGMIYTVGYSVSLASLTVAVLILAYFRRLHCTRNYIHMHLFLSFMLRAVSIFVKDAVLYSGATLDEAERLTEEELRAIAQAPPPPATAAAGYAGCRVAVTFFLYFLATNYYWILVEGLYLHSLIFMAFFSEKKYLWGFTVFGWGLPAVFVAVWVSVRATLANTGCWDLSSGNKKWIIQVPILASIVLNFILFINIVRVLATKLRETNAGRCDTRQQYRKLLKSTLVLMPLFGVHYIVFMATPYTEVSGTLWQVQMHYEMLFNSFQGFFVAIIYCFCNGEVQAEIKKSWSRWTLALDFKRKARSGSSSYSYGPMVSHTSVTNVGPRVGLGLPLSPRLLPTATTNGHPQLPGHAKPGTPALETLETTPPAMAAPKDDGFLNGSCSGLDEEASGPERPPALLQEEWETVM
#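 HEK-293-derived GP2 cells expressing PTHR1 and a GloSensor cAMP reporter, 3,000/well, plated overnight, given luciferin plus IBMX (each 0.5 mM as added) for 1 h at 37 °C, then compound for 1 h at 37 °C. Luminescence was read after 15 min at room temperature.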
# EPAC2 ag – EPAC2 (human) agonism; Potency, µM (highest dose often 154 µM), inactives show at the highest dose activation, most hits filed as activators; EPAC2 activation, biochemical qHTS; response scale: 100% = 6.5 mM cAMP response; Q8WZA2; 360,000 tested, 0.079% active; AID 720711; further: nearly all actives have a fitted effect of over 50% in size
#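 Compounds were titrated in qHTS against a Rap1B-BODIPY-GDP (250 nM) complex with EPAC2 (100 nM) and GDP (50 uM). BODIPY-GDP release tracked at 480/540 nm over 30 min at room temperature, normalized to 6.5 mM cAMP.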
# EPAC1 ag – agonists of human EPAC1 | O95398 | EPAC1 agonist qHTS, biochemical assay; response scale: 100% = response to 6.5 mM cAMP | Potency, µM (doses to about 154 µM), without a hit: at the highest dose activation, actives largely listed as activators | 360,000 tested, 0.073% active | AID 720707; further: nearly all actives have a fitted effect of over 60% in size
#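 Normalized to 6.5 mM cAMP, activity reflects EPAC1-catalysed release of BODIPY-GDP from Rap1B, followed kinetically over 30 min at 480 nm excitation, 540 nm emission. Reaction contained 100 nM EPAC1, 250 nM Rap1B-BODIPY-GDP, 50 uM GDP.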
# An asterisk follows results filed as active; i = inactive; ? = inconclusive; . = no result given; [ ] = dose if it differs, or a comment. The call rests on the fitted dose curve; in most records, active means well fitted curve in the direction sought with a large enough effect; inconclusive means small, poorly fitted or top-dose-only effect, or another doubt; inactive means no such curve, though single readings can be large; an effect the other way counts as inactive or inconclusive. Potency means the concentration at half of the fitted maximal effect.
SMILES,EPAC2 antagonist,FUS yeast rescue,aSyn yeast inh,EPAC1 antag,TDP43 rescue,PTHR1 agonist,EPAC2 ag,EPAC1 ag
COc1ccc(/C=C/C(=O)OCC(=O)Nc2nnc(-c3ccccc3)o2)c(OC)c1,-15%,-13%,1%,-12%,17%,-9%,4%,9%
CC(=O)c1cccc(NS(=O)(=O)c2ccc(N/C=C/C(=O)c3ccc(F)cc3)cc2)c1,0%,5%,9%,-29%,-2%,-19%,13%,4%
COc1ccccc1Cc1c(-c2ccc(Cl)cc2)nc2c3ccccc3ccn12,3%,12%,-10%,-1%,?,-25%,15%,16%
COc1cccc(C(=O)Nc2sc3c(c2C#N)CCN(C(C)=O)C3)c1,5%,-2%,-20%,-6%,18%,-12%,9%,5%
C#CCN1C=CC(=O)[C@@H](OC(=O)Nc2ccc(Cl)cc2)[C@H]1c1ccccc1Br,6%,36%,11%,5%,21%,i,9%,-5%
Cc1ccc(C(=O)Nc2nccs2)cc1S(=O)(=O)N1CCCCC1,4%,13%,-4%,-7%,0%,-12%[57.5 µM],12%,1%
Cc1ccc(CNC(=O)CCCOc2cc(=O)n(C)c3ccccc23)o1,7%,8%,-14%,13%,1%,-6%[57.5 µM],2%,-7%
CCOc1cc(/C=N\Nc2nc(Nc3ccccc3)nc(N3CCOCC3)n2)ccc1OC(=O)c1ccco1,5%,.,5%,4%,?,i,-3%,-1%
COc1cc2cc(C[C@H](C)O)oc(=O)c2cc1OC,-2%,-14%,1%,-6%,-3%,-28%,9%,1%
Cc1csc2ncc(C(=O)Nc3ccccc3F)c(=O)n12,-3%,-20%,-6%,-20%,0%,-42%[inhibitor],16%,15%
COc1ccc(-c2cc(C(=O)NC3CC3)c3ccccc3n2)cc1,2%,-17%,-3%,-8%,23%,-6%,5%,1%
CCCCC(NC(=O)c1ccc(C#N)cc1)C(=O)NCCC (centres undefined),-2%,-15%,7%,-4%,1%,-14%,4%,1%
COc1ccc(NC(=S)NCCc2c[nH]c3ccccc23)cc1,-1%,12%,2%,-20%,26%,-20%,4%,7%
CCOC(=O)C(NC(=O)CC)(Nc1ccc(S(=O)(=O)Nc2ncccn2)cc1)C(F)(F)F (centres undefined),-1%,14%,-8%,-1%,19%,i,10%,9%
CCOC(=O)N1CCN(C(=O)CCNS(=O)(=O)c2ccc3c(c2)c(=O)n(C)c(=O)n3C)CC1,-1%,-13%,-8%,-4%,-9%,i,3%,6%
Cc1onc(-c2ccccc2)c1C(=O)Nc1nnc(CC(C)(C)C)s1,-12%,41%,2%,14%,-14%,-6%,7%,13%
OC[C@@H]1CN(Cc2ccco2)C[C@H](n2cnc3c(N4CCN(c5ccccc5)CC4)ncnc32)O1,15%,21%,-9%,-10%,14%,i,3%,-2%
Cc1ccc(/C=N/NC(=O)c2ccc(Cn3cc([N+](=O)[O-])cn3)o2)cc1,0%,21%,-3%,11%,-21%,-48%[inhibitor],-3%,-1%
COc1ccc(-n2c(SC(C)C(=O)Nc3ncc(Cl)cc3Cl)nc3ccccc32)cc1 (centres undefined),-4%,.,0%,-1%,-20%,-4%,11%,1%
CC(=O)Nc1cc(C(=O)N2CCCC2)ccc1Sc1ccc(Cl)cc1,-1%,26%,4%,-15%,-16%,-24%,6%,0%
CCOc1ccc(OCc2ccc(C(=O)Nc3cccc(C)n3)o2)cc1,-6%,26%,-34%[inhibitor],-12%,?,-5%[57.5 µM],13%,19%
COc1ccc(C(CNC(=O)c2cccc(NS(=O)(=O)c3ccc(C)c(F)c3)c2)N(C)C)cc1 (centres undefined),-7%,10%,1%,-18%,-10%,-8%,12%,11%
CC1CCN(C(=O)CCC(=O)Nc2ccc([N+](=O)[O-])cc2)CC1,-6%,-5%,-2%,1%,2%,i,8%,-2%
C=CCNC(=O)CN1C(=O)C2C3c4ccccc4C(c4ccccc43)C2C1=O (centres undefined),4%,14%,8%,1%,-20%[0.397 µM],-4%,2%,-7%
CCCCC(CC)CN1CN(CC(CC)CCCC)CC(C)(N)C1 (centres undefined),-20%,-36%,5%,-2%,17%,-15%,-4%,2%
CCOC(=O)CSC1=N/C(=C\c2cccnc2)C(=O)N1c1ccc(OC)cc1,19%,.,0%,18%,12%,i,-4%,2%
CCOC(=O)c1cc2occc2n1CC(=O)NC1CCCCC1C (centres undefined),5%,25%,0%,11%,-1%,-6%[57.5 µM],-2%,-2%
O=C(COC(=O)c1nc(Cl)ccc1Cl)NCCc1ccccc1,-4%,9%,2%,-5%,-12%,8%,12%,-1%
COc1ccc(CNC(=O)CCN2C(=O)c3ccccc3S2(=O)=O)cc1,7%,9%,15%,-2%,17%,-52%[inhibitor],-1%,3%
O=C(COC(=O)c1cnccn1)NCCc1ccccc1,1%,14%,-1%,1%,-17%,-7%[57.5 µM],9%,8%
COC(=O)C[C@H]1CC[C@@H]2[C@H](COC[C@H](O)CN2S(=O)(=O)c2ccccc2OC)O1,?,13%,2%,-4%,14%,-1%,-4%,-1%
CCn1cc(/C=C/c2cc[n+](C)cc2)c2ccccc21,45%[activator],-25%,-3%,6%,0%,-82%[inhibitor],?,-7%
COC(=O)C(O)(CC(=O)Nc1cccc(SC)c1)C(F)(F)F (centres undefined),10%,-14%,3%,7%,-22%,-1%[57.5 µM],4%,-8%
O=C(CN1CCN(S(=O)(=O)N2CCOCC2)CC1)Nc1ccc(Cl)c(Cl)c1,-4%,3%,0%,?,2%,-77%[inhibitor],0%,-2%
CN(C)CC1C2CCC(C2)C1O (centres undefined),1%,-31%,-1%,9%,-24%,-13%,5%,-6%
CCCCn1c(N)c(N(CCOC)C(=O)c2cc(S(=O)(=O)N3CCCCC3)ccc2Cl)c(=O)[nH]c1=O,4%,.,4%,0%,3%,i,-4%,6%

# Part of the list above, showing only TDP43 rescue, FUS yeast rescue and aSyn yeast inh.
molecule | TDP43 rescue | FUS yeast rescue | aSyn yeast inh
CCn1cc(/C=C/c2cc[n+](C)cc2)c2ccccc21 | 0% | -25% | -3%
COC(=O)C(O)(CC(=O)Nc1cccc(SC)c1)C(F)(F)F (centres undefined) | -22% | -14% | 3%
O=C(CN1CCN(S(=O)(=O)N2CCOCC2)CC1)Nc1ccc(Cl)c(Cl)c1 | 2% | 3% | 0%

# Later entries.
SMILES,EPAC2 antagonist,FUS yeast rescue,aSyn yeast inh,EPAC1 antag,TDP43 rescue,PTHR1 agonist,EPAC2 ag,EPAC1 ag
CCCCCC(C)NC(=S)NC(=O)c1cc(S(=O)(=O)N2CCOCC2)ccc1C (centres undefined),-17%,38%,10%,-30%,0%,-14%,-12%,6%
CN(C)c1ccc(-c2nnc(-c3ccc(S(=O)(=O)C(F)F)cc3)o2)cc1,14%,24%,-14%,14%,-8%,-11%[57.5 µM],-6%,-1%
CC1(C)C/C(=N\O)C(C(O)c2cccc([N+](=O)[O-])c2)C(C)(C)N1 (centres undefined),0%,9%,-4%,21%,-4%,19%,9%,7%
O=C(NNC(=S)Nc1ccccc1)C1CC1,6%,-6%,0%,12%,6%,i,3%,-2%
CC(=O)N1CCN=C1SCc1c(F)cccc1Cl,-2%,-19%,2%,-9%,7%,-1%,0%,-5%
CCOC(=O)N1CCC(NC(=O)c2cccs2)CC1,-2%,-7%,-5%,0%,-6%,-23%,1%,4%
C=C(C(=O)c1ccccc1)C(C)C(=C)C(=O)c1ccccc1,-11%,1%,1%,-11%,?,-40%[inhibitor],22%,15%
O=C1c2ccccc2C(=O)N1CCOc1ccccc1Cl,-13%,1%,?,-14%,0%,i,14%,2%
COc1ccc(OCC(=O)NCCCN2CCOCC2)cc1,-4%,0%,0%,-8%,8%,-25%,2%,6%
CC(=O)NCCN=Cc1sc2ccccc2c1O,15%,18%,-3%,16%,5%,i,4%,3%
O=C(NCCCN1CCOCC1)c1ccc(S(=O)(=O)Nc2ccccc2F)cc1,-4%,?,-1%,-18%,-18%,10%,9%,-13%
FC(F)(F)c1cnc(COc2ccc(Cl)cc2Cl)c(Cl)c1,-1%,5%,-8%,3%,5%,-9%,-9%,-3%
Cn1cc(/C=N\NC(=O)c2cccs2)c2ccccc21,0%,0%,-1%,0%,10%,i,2%,9%
COc1ccc(Cc2nc3ccc(C(=O)N4CCN(C)C(C)C4)cc3o2)cc1OC (centres undefined),-7%,-24%,3%,-4%,-1%,-8%,-3%,6%
CN(Cc1ccco1)C(=O)c1ccc(OC2CCN(Cc3ccccn3)CC2)cc1,6%,7%,-3%,16%,6%,i,2%,3%
CCOC(=O)c1cccc(NC(=O)C2CCC(CNc3c(N4CCOCC4)c(=O)c3=O)CC2)c1 (centres undefined),-29%,11%,1%,-1%,0%,-19%,2%,-5%
COc1ccc(-n2nc(C(=O)NCC(=O)N3CCN(c4ccccn4)CC3)c3ccccc3c2=O)cc1OC,11%,12%,-1%,1%,-9%,-6%,1%,-7%
O=C(Nc1ccccc1C(F)(F)F)Nc1cccc2ccccc12,6%,7%,-1%,14%,-15%,i,1%,-3%
CC1(C)CC(C)(c2ccc(O)cc2O)N(c2ccc3ccccc3c2)C(=S)N1 (centres undefined),3%,?,-12%,-24%,7%,i,11%,16%
CCC(C)(C(=O)NC1CCCC1)N(C(=O)CC1NC(=O)NC1=O)c1c(C)n(C)n(-c2ccccc2)c1=O (centres undefined),3%,8%,0%,6%,17%,0%,5%,-8%
O=C(C1CCN(S(=O)(=O)c2ccc(-n3cnnn3)cc2)CC1)N1CCN(c2ccccc2)CC1,-1%,8%,9%,5%,-4%,i,-6%,1%
CCNc1nc(NCC)nc(N/N=C/c2ccc([N+](=O)[O-])o2)n1,4%,.,-1%,2%,?,i,0%,-5%
COC(=O)Cc1ccc(NC(=O)c2ccccc2Br)cc1,-3%,-18%,-7%,-12%,26%,i,7%,3%
O=C(C[C@@H]1C/C=C\CCC(=O)OC[C@H](Cc2ccccc2)NC1=O)N[C@@H](CO)Cc1ccccc1,18%,-20%,-8%,15%,11%,-27%,2%,-16%

# Reformatted: results already given
O=C(C1CCN(S(=O)(=O)c2ccc(-n3cnnn3)cc2)CC1)N1CCN(c2ccccc2)CC1
- EPAC2 antagonist: -1%
- FUS yeast rescue: 8%
- aSyn yeast inh: 9%
- EPAC1 antag: 5%
- TDP43 rescue: -4%
- PTHR1 agonist: i
- EPAC2 ag: -6%
- EPAC1 ag: 1%

CCNc1nc(NCC)nc(N/N=C/c2ccc([N+](=O)[O-])o2)n1
- EPAC2 antagonist: 4%
- FUS yeast rescue: .
- aSyn yeast inh: -1%
- EPAC1 antag: 2%
- TDP43 rescue: ?
- PTHR1 agonist: i
- EPAC2 ag: 0%
- EPAC1 ag: -5%

# These rows are one share of the data. The share of hits here may be higher or lower than overall.
